Assay outcomes from PubChem.
mIAP activ – mouse IAP activation; muIAP, CDP-Star luminescence, 30 min; hits give high values; 1 = vehicle-only enzyme signal, 0 = enzyme-free wells; activation factor at 10 µM; 330,000 compounds, 0.24% hits;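 active = activation factor of at least 2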; also: the source names both 10 and 20 µM as test concentration; values of inactives mirror those of a sister screen read the other way
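System: mouse IAP enzyme. Reagent: CDP-Star chemiluminescent phosphatase substrate. Benchmarks: DMSO wells, no-enzyme wells. Times: 30 min enzyme-substrate-compound incubation at room temperature. Detection: luminescence from enzymatic CDP-Star hydrolysis. Doses: test compounds delivered from DMSO solution.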
mIAP inh – blocks mouse intestinal alkaline phosphatase. 330,000 compounds, 0.2% hits. purified mouse IAP, CDP-Star luminescence, 30 min. AID 2806. inhibition, % at 10 µM;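 active = inhibition of at least 40% at 10 µM in the primary screen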;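 also: plate controls were DMSO with enzyme for no effect and no enzyme wells for full effect; values of inactives mirror those of a sister screen read the other way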
hIAP block – human IAP inhibition; 330,000 compounds, 0.12% hits; purified IAP, CDP-Star luminescence, 30 min; inhibition, % at 10 µM;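 active = inhibition reaching a set limit with compound at 10 µM in the primary screen, cut at about 35% in these data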;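 also: plate controls were DMSO wells with enzyme for no effect and no-enzyme buffer wells for full effect; values of inactives mirror those of a sister screen read the other way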
APOBEC3A inh – blocks human APOBEC3A ssDNA deamination; recombinant A3A, FAM/TAMRA ssDNA deamination fluorescence; 330,000 compounds, 0.41% hits; inhibition, % at 20 µM;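 active = at least 40% inhibition at 20 µM here, with at most 30% in a related deaminase screen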;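 also: plate controls were A3A with DMSO for no effect and wells lacking A3A enzyme for full effect; some results filed as inactive read as strong as hits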
Target sequence (P31941 whole entry, looked up): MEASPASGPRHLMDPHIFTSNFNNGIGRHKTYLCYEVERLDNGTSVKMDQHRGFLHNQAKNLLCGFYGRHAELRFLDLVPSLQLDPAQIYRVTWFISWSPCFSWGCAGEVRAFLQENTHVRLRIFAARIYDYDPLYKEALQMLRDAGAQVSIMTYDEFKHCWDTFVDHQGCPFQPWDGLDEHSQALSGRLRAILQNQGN
hIAP act – human IAP activation | P09923 | purified human IAP, CDP-Star luminescence, 30 min; hits give high values; 1 = vehicle-only enzyme, 0 = enzyme-free background | activation factor at 10 µM | 330,000 compounds, 0.16% hits | AID 2524;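 active = activation factor of the enzyme at least 2-fold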; also: the source names both 10 and 20 µM as test concentration; values of inactives mirror those of a sister screen read the other way
PfG6PD inh – PfG6PD (Plasmodium falciparum) enzyme inhibition; 350,000 compounds, 0.78% hits; PfGluPho enzyme, NADPH resazurin-diaphorase fluorescence; inhibition, % at 20 µM;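 active = inhibition reaching at least a set limit at 20 µM in the primary screen, cut at about 59% in these data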;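 also: 0% = DMSO wells with substrate and 100% = DMSO wells lacking glucose-6-phosphate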
HKDC1 inh – HKDC1 (human) hexokinase inhibition. recombinant HKDC1, G6PDH/diaphorase resazurin coupled fluorescence. Q2TB90. inhibition, % at 20 µM. 340,000 compounds, 0.16% hits;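 active = inhibition above about 35% when tested at 20 µM, limit read from the data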;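 also: plate controls were DMSO wells with enzyme for no effect and DMSO wells lacking enzyme for full effect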
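Assay system: in-house recombinant HK5 (HKDC1) enzyme. Input: HKDC1 at 5 µg/mL. Medium: Tris pH 8.0 buffer with MgCl2, Tween-20, BSA, BME. Dosing: single 20 µM dose. Schedule: 90 min reaction incubation at room temperature, dark. Signal: resazurin-to-resorufin fluorescence via G6PDH and diaphorase coupling, 525/613 nm. Controls: DMSO-enzyme wells negative, buffer-substituted wells positive.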
ATG4B inh – ATG4B (human) cysteine protease inhibition; Q9Y4P1; ATG4B cleavage of LC3-PLA2, NBD-HPC fluorescence, 1 h; inhibition, % at 8.33 µM; 340,000 compounds, 0.51% hits; AID 504462; in the data active = inhibition above about 40%
Target sequence (Q9Y4P1 whole entry, looked up): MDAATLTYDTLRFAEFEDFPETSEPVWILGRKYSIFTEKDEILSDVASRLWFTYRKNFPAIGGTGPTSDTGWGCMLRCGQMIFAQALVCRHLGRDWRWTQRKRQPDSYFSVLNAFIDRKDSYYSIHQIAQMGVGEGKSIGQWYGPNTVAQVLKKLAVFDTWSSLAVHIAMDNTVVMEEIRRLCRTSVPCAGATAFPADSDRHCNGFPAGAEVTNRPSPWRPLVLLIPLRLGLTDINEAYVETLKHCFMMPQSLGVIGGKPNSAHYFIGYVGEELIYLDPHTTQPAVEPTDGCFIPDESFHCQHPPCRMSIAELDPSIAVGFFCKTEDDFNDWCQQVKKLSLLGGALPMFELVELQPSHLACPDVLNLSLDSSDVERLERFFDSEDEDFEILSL
Starred values were filed as active, the others as inactive; . = not tested or not shown.

mIAP activ	mIAP inh	hIAP block	mol	APOBEC3A inh	hIAP act	PfG6PD inh	HKDC1 inh	ATG4B inh
1	-2	13	O=C(O)c1ccc(N/N=C2/CCSc3ccc(F)cc32)cc1	3	0.87	-6	-2	-1
1	0	-8	COc1ccc(-c2nnn(CCc3nn[nH]n3)n2)cc1OC	-3	1.1	-20	1	-4
1	-3	-8	O=C(Cc1ccc(Br)cc1)OCC(=O)N1CCCCCC1	-1	1.1	-6	-4	-9
0.93	7	12	COc1ccccc1C(=O)N/N=C(\C)CC(=O)Nc1ccc(Nc2ccccc2)cc1	-6	0.88	-1	-5	-8
0.57	43*	-17	O=C(/C=C/c1ccco1)NC(=S)Nc1ccc(C(=O)O)cc1	78	1.2	4	9	0
1	-2	-5	Cc1cc(C)cc(NC(=O)c2ccc(CSc3nnnn3C)cc2)c1	3	1	5	1	-9
0.94	6	6	COc1cccc(/C=C2/C(=O)NN(c3ccc(F)cc3)C2=O)c1	0	0.94	6	3	-7
0.81	19	-12	Nc1ccc(C(=O)NNC(=O)C2COc3ccccc3O2)cc1[N+](=O)[O-] (stereo not given)	-2	1.1	0	5	-1
0.93	7	1	COc1ccc(C(=O)NNC2CC(=O)N(Cc3ccccc3)C2=O)cc1OC (stereo not given)	-3	0.99	-4	0	-13
1	-2	5	COc1cc(C(=O)NCCNC(=O)c2ccc(C)nc2)cc(OC)c1OC	-1	0.95	-15	-5	4
0.9	10	6	O=C(NC1CCSC1=O)c1ccc(Cl)cc1 (stereo not given)	0	0.94	-8	-12	-3
0.95	5	-5	Cc1[nH]n(-c2ccccc2)c(=O)c1/C=N/NC(=O)c1cccc(F)c1	-6	1.1	-7	-18	5
1.1	-6	11	Cc1ccccc1-n1c(=O)cc(N2CC(C)OC(C)C2)[nH]c1=O (stereo not given)	0	0.89	9	-8	13
1	-2	-10	CC(C)NC(=O)Nc1cccc2c1O[C@H](CN(C)S(=O)(=O)c1ccc(F)cc1)[C@@H](C)CN([C@H](C)CO)C2=O	3	1.1	8	-5	.
0.98	2	6	c1ccc(C(c2ccccn2)c2ccccn2)cc1	0	0.94	-4	5	3
1.1	-8	4	Cn1cc(S(=O)(=O)N2CCOCC2)cc1C(=O)Nc1cccc(Cl)c1	-2	0.96	1	-3	-5
1	-1	-24	COc1ccc(CCN2C(=O)CS/C2=N/NC(=O)c2ccccc2F)cc1OC	3	1.2	-14	5	-4
1	-1	-18	COc1ccc(CN2CCNC(=O)C2CC(=O)NCc2csc(C(C)C)n2)c(OC)c1 (stereo not given)	-4	1.2	-1	7	16
1.1	-6	8	CC(C)(C)NC(=O)NC(=O)Cn1ccsc1=N	19	0.93	-8	5	3
1	-4	2	COc1cccc(CNC(=O)[C@H](C)NC(=O)C2CCN(S(=O)(=O)c3ccccc3)CC2)c1	-4	0.98	11	-1	-4

Part of the list above with just hIAP block, mIAP activ and mIAP inh:
SMILES | hIAP block | mIAP activ | mIAP inh
O=C(Cc1ccc(Br)cc1)OCC(=O)N1CCCCCC1 | -8 | 1 | -3
COc1ccccc1C(=O)N/N=C(\C)CC(=O)Nc1ccc(Nc2ccccc2)cc1 | 12 | 0.93 | 7
O=C(/C=C/c1ccco1)NC(=S)Nc1ccc(C(=O)O)cc1 | -17 | 0.57 | 43*
Cc1cc(C)cc(NC(=O)c2ccc(CSc3nnnn3C)cc2)c1 | -5 | 1 | -2

Single records, from the list above.
Record of COc1cc(C(=O)NCCNC(=O)c2ccc(C)nc2)cc(OC)c1OC → mIAP activ = 1; mIAP inh = -2; hIAP block = 5; APOBEC3A inh = -1; hIAP act = 0.95; PfG6PD inh = -15; HKDC1 inh = -5; ATG4B inh = 4
Record of O=C(/C=C/c1ccco1)NC(=S)Nc1ccc(C(=O)O)cc1 → mIAP activ = 0.57; mIAP inh = 43*; hIAP block = -17; APOBEC3A inh = 78; hIAP act = 1.2; PfG6PD inh = 4; HKDC1 inh = 9; ATG4B inh = 0

(continued)
mIAP activ	mIAP inh	hIAP block	mol	APOBEC3A inh	hIAP act	PfG6PD inh	HKDC1 inh	ATG4B inh
0.9	10	7	CC(=O)Nc1ccc(S(=O)(=O)Nc2cccc(-n3cnnn3)c2)cc1	-6	0.93	-13	-2	-5
0.97	3	7	COc1cccc(/C=N/NC(=O)c2c(-c3ccccc3)noc2C)c1	-1	0.93	45	-1	-4
1.1	-13	-4	O=C(CCCOc1ccc(Cl)cc1Cl)N/N=C/c1ccccc1O	4	1	34	-9	4
1	-2	-15	COc1ccc(OC)c(NC(=O)c2cc3c(cc2Cl)N2CCCCCC2=NS3(=O)=O)c1	1	1.2	5	-6	-24
1.1	-10	-8	O=C(c1cnn2ccccc12)N1CCN(C2CCCCC2)CC1	-9	1.1	2	-3	3
0.99	1	0	CC(=O)N1CCc2cc(S(=O)(=O)CCC(=O)N3CCN(C(=O)c4ccco4)CC3)ccc21	-2	0.99	0	-4	-11
0.83	17	-6	COc1ccc(CN2CC[C@H]3C=CCc4cccc(c43)C2)cc1	1	1.1	20	-3	-3
0.93	7	-10	CCc1cc2c(=O)c(-c3nc4ccccc4[nH]3)coc2c(CN2CCCCC2)c1O	1	1.1	-31	27	-7
1	-3	-4	Cc1ccc2nc(SC(C)C(=O)NC3CCCC3)[nH]c2c1 (stereo not given)	-6	1	14	1	-2
0.98	2	18	O=C(NC(=S)Nc1ccc(S(=O)(=O)Nc2ccccc2)cc1)C1CC1	-1	0.82	-1	-10	-4
1	-1	10	O=C(Nc1c(C(=O)N2CCCC2)cnn1-c1ccccc1)c1cccc(F)c1	3	0.9	3	-8	7
1.1	-6	7	CCOC(=O)C1CCCN(CC(O)COCc2ccc3c(c2)OCO3)C1 (stereo not given)	-4	0.93	-11	-5	8
0.93	7	16	CC(C)OCCCN(C)C1CCN(S(=O)(=O)c2csc(C(N)=O)c2)CC1	0	0.84	-12	-8	7
1.1	-8	-7	CSc1ccc(CCNC(=O)c2cc(C)nn2-c2ccccc2)cc1	10	1.1	-7	23	4
1	-5	5	Cc1cccc(NC(=O)CCNS(=O)(=O)c2cccc3nsnc23)c1	2	0.95	5	-6	-8
1	-2	1	CCOc1ncccc1C(=O)Nc1ccc(OC)c(S(=O)(=O)N2CCCCC2)c1	2	0.99	-10	-5	1
0.98	2	12	NC(=O)c1ccc(N=Cc2c(O)ccc3ccccc23)cc1	-2	0.88	23	34	-16
1.1	-8	-2	CS(=O)(=O)c1ccc2nnn(OCC(=O)Nc3cccc(C#N)c3)c2c1	-3	1	-9	3	2
1.1	-7	12	COc1cc(/C=C(/C#N)c2nc3ccccc3[nH]2)ccc1OCc1ccc(C(=O)O)o1	4	0.89	-7	11	2
1.1	-6	-13	CCCCn1c(N)c(N(CC(C)C)C(=O)CSCc2cccc(C)c2)c(=O)[nH]c1=O	-2	1.1	-6	-6	7

Quoted at random: 4 records from the list.
mIAP activ	mIAP inh	hIAP block	mol	APOBEC3A inh	hIAP act	PfG6PD inh	HKDC1 inh	ATG4B inh
0.9	10	7	CC(=O)Nc1ccc(S(=O)(=O)Nc2cccc(-n3cnnn3)c2)cc1	-6	0.93	-13	-2	-5
1.1	-10	-8	O=C(c1cnn2ccccc12)N1CCN(C2CCCCC2)CC1	-9	1.1	2	-3	3
1.1	-13	-4	O=C(CCCOc1ccc(Cl)cc1Cl)N/N=C/c1ccccc1O	4	1	34	-9	4
0.97	3	7	COc1cccc(/C=N/NC(=O)c2c(-c3ccccc3)noc2C)c1	-1	0.93	45	-1	-4

The listing continues.
mIAP activ	mIAP inh	hIAP block	mol	APOBEC3A inh	hIAP act	PfG6PD inh	HKDC1 inh	ATG4B inh
0.88	12	22	CCOC(=O)Nc1ccc(C(=O)/C=C/c2ccccc2)cc1	-3	0.78	32	18	-4
0.93	7	3	CCOc1ccc2[nH]c(C)c(CN3CCCCC3)c(=O)c2c1	-1	0.97	2	3	4
1.1	-8	3	N/C(=N/O)c1cccn1Cc1ccccc1[N+](=O)[O-]	-2	0.97	6	-6	-3
0.91	9	20	Cc1ccccc1N=Nc1c(O)[nH]c2ccccc12	2	0.8	18	9	-4
1	-4	-8	Cc1ccc(C(=O)OCN2C(=O)c3ccccc3C2=O)c(O)c1	5	1.1	-8	-11	5
0.94	6	18	CCOc1ccc(NC(=O)C2C(C(=O)O)C3(Cl)C(Cl)=C(Cl)C2(Cl)C3(Cl)Cl)cc1 (stereo not given)	-2	0.82	-35	18	22
1	-5	-8	COC(=O)Cn1c(=O)cnc2ccccc21	-3	1.1	5	-7	-7
0.89	11	5	CC(=O)Cc1nsc(NC(=O)c2ccc(Cl)cc2Cl)n1	-3	0.95	12	-3	-8
1.1	-9	2	Cn1c(CSCc2ccccc2)nnc1SCC(=O)Nc1nccs1	3	0.98	-7	6	-5
0.96	4	-1	O=C1COc2ccc3ccccc3c2CN1	-3	1	-2	-4	1
1.1	-8	8	CCn1nnc(-c2ccccc2NC(=O)c2cccc(-n3cnnn3)c2)n1	1	0.92	-5	1	-2
1	-3	12	CCOC(=O)c1[nH]c(CSc2nnnn2-c2ccccc2C)c(C(=O)OCC)c1C	-1	0.88	13	5	-7
1.1	-10	-4	O=C(O)CC1(CC(=O)Nc2ccc3sccc3c2)CCCCC1	-3	1	5	-1	-9
0.97	3	-36	Cc1ccc(NC(=O)CCC(=O)NNC(=O)C(c2ccccc2)c2ccccc2)c(C)c1	0	1.4	-4	-10	-3
0.81	19	26	O=C(CCCN1C(=O)/C(=C/c2ccccc2)SC1=S)Nc1cccc(O)c1	-6	0.73	14	-2	2
1.1	-11	-14	Cc1ccc(C(=O)N2CCN(c3ccc(NC(=O)c4cc(C)cc(C)c4)cc3)CC2)cc1	-4	1.1	7	-4	0
1.1	-5	4	CCn1nnnc1-c1ccc(OC)c(S(=O)(=O)Nc2ccc(C)c(C)c2)c1	0	0.96	-2	-6	-5
1.1	-12	-1	CNC(C)C(=O)NC(C(=O)N1CCCC1C(=O)Nc1ccc2ncccc2c1)C(C)C (stereo not given)	-2	1	-11	2	-5
0.98	2	2	Cc1ccc2c(CC(=O)Nc3ccc(N4CCN(C)CC4)cc3C)coc2c1	3	0.98	0	4	3
1.1	-15	-11	CCC(=O)c1coc2ccc(O)cc12	2	1.1	40	14	0

Next entries follow:
mIAP activ	mIAP inh	hIAP block	mol	APOBEC3A inh	hIAP act	PfG6PD inh	HKDC1 inh	ATG4B inh
1	-2	-40	NC(=O)[C@@H]1CCCN1C(=O)c1ccc2oc(CCc3ccccc3)nc2c1	1	1.4	-3	3	12
0.96	4	12	O=C(Nc1cccc(-c2nnc(-c3ccccc3)o2)c1)C1CCCO1 (stereo not given)	-3	0.88	7	-4	-22
1.2	-20	2	O=C(CN1C(=O)NC2(CCCC2)C1=O)Oc1ccc2ccc(=O)oc2c1	-4	0.98	1	4	-5
1	-4	-17	CCOC(=O)N1CCN(C(=O)c2ccc3c(c2)sc2nc(-c4ccc(OC)cc4)cn23)CC1	1	1.2	13	-10	-20
1	-2	-5	COc1cc(CN2CCCCC2)ccc1OCc1ccccc1	-8	1.1	-3	-5	1
1	-4	8	Cc1ccc2c(c1)CCCN2C(=O)CSc1ccccc1	0	0.92	-3	0	3

An unsorted share of the library (roughly 2.4% active in at least one column).
